Assay outcomes as filed in PubChem.
Tau FP inhib: blocks human tau fibril formation measured by polarization; P10636; K18 P301L tau heparin fibrillization, Alexa594 FP, 6 h; Potency, µM (doses to about 57.7 µM), without a hit: at the highest dose activity, negative = inhibition, actives largely listed as inhibitors; 280,000 tested, 0.39% active; note: nearly all actives have a fitted effect of over 55% in size
Target sequence (P10636 561-689 P618L limits assumed): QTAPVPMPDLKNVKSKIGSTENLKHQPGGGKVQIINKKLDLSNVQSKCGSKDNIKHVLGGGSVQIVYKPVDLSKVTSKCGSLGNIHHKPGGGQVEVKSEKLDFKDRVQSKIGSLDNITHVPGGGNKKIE
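Compound effects on tau fibrillization are measured by Alexa 594 fluorescence polarization (ex 555, em 632 nm). K18 P301L tau is used at 15 uM with 0.24 uM labeled tracer, and 20 uM heparin induces aggregation over 6 hr at 37 C.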
Tau ThT inhib: inhibitors of human tau fibril formation, thioflavin T binding | P10636 | recombinant tau K18 P301L, heparin-induced fibrillization, ThT fluorescence | Potency, µM (doses to about 57.4 µM), for the others: top-dose activity, negative = inhibition, most hits filed as inhibitors | 270,000 tested, 2.1% active | AID 1460; note: nearly all actives have a fitted effect of over 55% in size
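Fibril formation assay: tau K18 P301L at 15 uM with trace Alexa 594 label, heparin inducer 20 uM, pH 7 sodium acetate buffer, 37 C for 6 hr; endpoint ThT signal.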
ALDH1A1 block: inhibitors of human aldehyde dehydrogenase 1A1. P00352. Purified ALDH1A1, NADH fluorescence, propionaldehyde substrate. Potency, µM (highest dose often 75.3 µM), without a hit: at the top dose activity, negative = inhibition, hits mostly inhibitors. 220,000 tested, 7.3% active. AID 1030; active = well fitted inhibition curve with a large enough effect, not every such curve was filed as active; inconclusive = small, poorly fitted or top-dose-only effect, or another doubt; inactive = no such curve, though single readings can be large or run the other way;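 note: plate controls were no enzyme wells and a reference inhibitor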
Target sequence (P00352 whole entry, looked up): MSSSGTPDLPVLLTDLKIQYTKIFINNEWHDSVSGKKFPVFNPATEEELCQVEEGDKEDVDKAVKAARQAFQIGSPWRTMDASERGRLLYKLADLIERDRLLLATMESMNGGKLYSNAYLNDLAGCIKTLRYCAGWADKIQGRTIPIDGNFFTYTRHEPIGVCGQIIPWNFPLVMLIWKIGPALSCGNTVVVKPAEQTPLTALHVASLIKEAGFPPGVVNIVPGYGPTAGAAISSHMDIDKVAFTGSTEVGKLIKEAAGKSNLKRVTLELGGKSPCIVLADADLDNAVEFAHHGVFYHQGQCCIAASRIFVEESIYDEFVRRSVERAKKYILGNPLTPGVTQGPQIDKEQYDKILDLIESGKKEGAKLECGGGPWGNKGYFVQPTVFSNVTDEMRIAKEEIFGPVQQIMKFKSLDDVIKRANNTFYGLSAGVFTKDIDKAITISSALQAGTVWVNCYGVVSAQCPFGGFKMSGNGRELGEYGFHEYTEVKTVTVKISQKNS
GLA spleen mod: inhibitors or activators of human alpha-galactosidase in spleen homogenate; P06280; human spleen homogenate, 4MU-alpha-Gal fluorescence, 40 min; Potency, µM (highest dose often 80 µM), for the others: top-dose activity change, negative = inhibition, hits mostly inhibitors; 240,000 tested, 0.008% active; AID 2107;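 note: 0% = enzyme with vehicle and -100% = no enzyme basal signal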
Target sequence (P06280 32-429 limits assumed): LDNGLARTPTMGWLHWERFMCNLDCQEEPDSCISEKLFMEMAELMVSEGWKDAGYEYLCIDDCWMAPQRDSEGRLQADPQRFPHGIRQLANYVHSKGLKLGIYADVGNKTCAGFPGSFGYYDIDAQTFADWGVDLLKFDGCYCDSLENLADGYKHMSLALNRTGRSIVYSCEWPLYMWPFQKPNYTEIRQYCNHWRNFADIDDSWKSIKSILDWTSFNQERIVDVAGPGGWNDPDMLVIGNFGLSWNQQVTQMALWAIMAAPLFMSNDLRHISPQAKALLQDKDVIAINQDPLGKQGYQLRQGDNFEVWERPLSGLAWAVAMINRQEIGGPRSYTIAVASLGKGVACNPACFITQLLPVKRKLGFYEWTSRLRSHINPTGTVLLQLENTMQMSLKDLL
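Inhibition or activation of alpha-galactosidase in human spleen homogenate is scored by 4-MU fluorescence after 40 min at 37C, pH 5.0, with 1 mM substrate. AC50s come from concentration-response fitted to the Hill equation.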
TexasRed fluor: Texas Red fluorescence interference in TRb-SRC2 counter-screen | TRb/SRC2 Texas Red total fluorescence interference | 280,000 tested, 0.29% active | AID 1479 | Potency, µM (highest dose often 106 µM), for inactives: at the top dose fluorescence change, negative = quenching; active = well fitted curve in either direction with a large enough effect; inconclusive = small, poorly fitted or top-dose-only effect
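Flags fluorescent or light-absorbing compounds by total fluorescence, S + 2P, at 555 nm excitation and 632 nm emission. Mixture: 20 nM Texas Red SRC2 peptide, 0.6 uM human TRb LBD, 1 uM T3, 5% DMSO; compound exposure 5 h at ambient temperature.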
Tau fluor counter: counter-screen for tau fibril formation inhibitors | tau K18 P301L (four-repeat tau fragment) Alexa594 fluorescence, heparin fibrillization | 280,000 tested, 0.93% active | Potency, µM (titrated, usually from 57.7 µM), without a hit: top-dose activity change, negative = decrease; note: nearly all actives have a fitted effect of over 55% in size
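Human K18 P301L tau (15 uM unlabeled plus 0.24 uM Alexa 594-labeled, final) in 100 mM sodium acetate pH 7 was mixed with compound and 20 uM heparin and incubated 6 hr at 37 C.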
TRb-SRC2 inh: disrupts binding of human TR beta to SRC2. P10828. TRbeta-SRC2 peptide binding, fluorescence polarization; receptor liganded with 1 µM T3. Potency, µM (top dose mostly 106 µM), inactives show top-dose activity change, negative = inhibition, actives largely listed as inhibitors. 280,000 tested, 0.065% active. AID 1469;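 note: plate controls were bound peptide for no effect and peptide without receptor for full effect; nearly all actives have a fitted effect of over 50% in size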
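Binding of a 20-amino-acid Texas Red SRC2 peptide (20 nM) to TRb ligand-binding domain (0.6 uM) with agonist T3 at 1 uM was followed by fluorescence polarization after a 5 hr room-temperature incubation.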
L3MBTL1 inh: L3MBTL1 (human) inhibition; 230,000 tested, 0.66% active; AlphaScreen L3MBTL1–H3K9me1 peptide binding; Potency, µM (doses to about 57.1 µM), inactives show at the top dose activity, negative = inhibition, most hits filed as inhibitors; note: nearly all actives have a fitted effect of over 60% in size
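AlphaScreen proximity signal between nickel-chelate acceptor and streptavidin donor beads (final 10 ug/mL) reports binding of 50 nM L3MBTL1 to 75 nM biotin-H3 K9me1 peptide; complex incubated with compounds 30 min at room temperature; cefsulodin titration as control.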
Active calls of the source: *; ? = inconclusive; / = not tested or not shown; [ ] = dose if it differs, or a comment. Unless noted, calls come from the whole dose curve; as a rule, active = well fitted curve in the direction sought with a large enough effect; inconclusive = small, poorly fitted or top-dose-only effect, or another doubt; inactive = no such curve, though single readings can be large; an effect the other way counts as inactive or inconclusive. Unless noted, % is set by controls: 0 for no effect and ±100 for the full control effect; potency is the fitted concentration of half-maximal effect. Rows were taken by chance; about 8.5% have a hit in one of these screens.

SMILES	Tau FP inhib	Tau ThT inhib	ALDH1A1 block	GLA spleen mod	TexasRed fluor	Tau fluor counter	TRb-SRC2 inh	L3MBTL1 inh
O=C(Nc1c2c(nn1-c1ccc(F)cc1)CSC2)c1ccc(S(=O)(=O)N2CCOCC2)cc1	9%	-5%	-12%	2%	0%	2%	-4%	0%
Cc1cccnc1NC(=O)Cn1nc(C)c([N+](=O)[O-])c1C	-9%	-7%	2%	-20%	-1%	-9%	-12%	/
O=C1c2oc3ccc(F)cc3c(=O)c2C(c2ccccc2)N1CC1CCCO1 (stereo unspecified)	5%	-10%	?	-4%	0%	-3%	-7%	-1%
N#C/C(=C\c1ccc(N2CCOCC2)o1)C(=O)Nc1ccc(O)cc1	-2%	14µM*	20µM*	3%	-4%	-22%	4%	-23%
Cc1cc(N2CCN(C(c3ccccc3)c3ccccc3)CC2)n2ncnc2n1	2%	?	?	-4%	-2%	1%	-3%	/
CC(=O)/C(C#N)=C1\NC(=O)C(Cc2ccc(C)c(Cl)c2)S1 (stereo unspecified)	3%	/	/	5%	0%	-6%	-6%	/
CCCCOC(=O)C1=C(C)NC2=C(C(=O)CCC2)C1c1cc(OC)ccc1OC (stereo unspecified)	2%	-6%	2%	9%	-5%	-16%	-3%	/
CCn1cc(C(=O)N2CCN(c3ccccc3F)CC2)c(=O)c2cc(S(=O)(=O)N(C)C3CCCCC3)ccc21	-13%	-11%	/	/	-1%	-12%	-6%	/
CC1CCCCC1NC(=O)c1ccc2c(c1)[nH]c(=O)n2C1CCCC1 (stereo unspecified)	-3%	-6%	14µM*	6%	1%	3%	-13%	4%
CCOC(=O)C1=C(C)NC(C)=C(C(=O)OC)C1c1ccco1 (stereo unspecified)	-2%	3%	/	-4%	0%	-5%	-8%	-10%
C=CCc1ccccc1OCCn1c(C2CC(=O)N(Cc3ccc(F)cc3)C2)nc2ccccc21 (stereo unspecified)	4%	-1%	/	/	-1%	-6%	-14%	/
NC(=O)CSc1nc2sc3c(c2c2ncnn12)CCCC3	-7%	-16%	?	6%	-1%	-1%	5%	3%
O=C(Cc1cccs1)Nc1ccon1	3%	-15%	1%	-10%	-2%	-7%	1%	-1%
COc1ccc(CNc2nc(-c3cccnc3)nn2C(C)=O)cc1	-8%	-13%	-5%	2%	-2%	-19%	0%	/
COc1ccc2c(CNCc3cccs3)c(C(=O)O)n(Cc3cccc(F)c3)c2c1	10%	6%	/	/	0%	-2%	-9%	/
CCOC(CNC(=O)Cn1nc(C)c2ccccc21)OCC	-18%	-2%	3%	-15%	0%	-9%	-9%	/
O=C(NCCS(=O)(=O)N1CCN(c2ccc(F)cc2)CC1)C1CC(=O)N(c2ccccc2)C1 (stereo unspecified)	-2%	-2%	/	/	-6%	-2%	7%	/
CCSc1nnc2c(n1)OC(c1cc(OC)c(OC)c(OC)c1)Nc1ccccc1-2 (stereo unspecified)	?	-16%	/	/	-2%	-24%	1%	/
CC1(C)CC(=O)C=C(N2CCOCC2)C1	3%	-20%	-1%	-2%	-2%	-4%	2%	/
O=C(CCC1CCCCC1)Nc1ccccc1-c1ccccc1	1%	-18%	?	3%	-1%	-10%	0%	30%
O=c1oc2c(F)cc(F)cc2cc1S(=O)(=O)c1ccc(F)cc1	-13%	?	/	/	1%	-15%	2%	/
COc1ccc(CC(=O)NCc2n[nH]c(=S)n2-c2ccccc2OC)cc1	-6%	-1%	0%	-6%	-1%	-3%	-5%	/
Cc1c(C(=O)NCC(C)C)sc2nc(-c3ccc(F)cc3)cn12	-8%	-5%	9%	1%	-1%	-1%	-3%	-8%
COc1ccc(C(=O)CSc2nnc(CNc3ccc(C)cc3C)o2)cc1	1%	-9%	2%	-3%	1%	-10%	-3%	7%

Complete entries, quoted from the list:
O=C(Cc1cccs1)Nc1ccon1 as listed: Tau FP inhib = 3%; Tau ThT inhib = -15%; ALDH1A1 block = 1%; GLA spleen mod = -10%; TexasRed fluor = -2%; Tau fluor counter = -7%; TRb-SRC2 inh = 1%; L3MBTL1 inh = -1%
O=C(CCC1CCCCC1)Nc1ccccc1-c1ccccc1 as listed: Tau FP inhib = 1%; Tau ThT inhib = -18%; ALDH1A1 block = ?; GLA spleen mod = 3%; TexasRed fluor = -1%; Tau fluor counter = -10%; TRb-SRC2 inh = 0%; L3MBTL1 inh = 30%

The list goes on.
SMILES	Tau FP inhib	Tau ThT inhib	ALDH1A1 block	GLA spleen mod	TexasRed fluor	Tau fluor counter	TRb-SRC2 inh	L3MBTL1 inh
O=C(C[n+]1ccsc1)c1ccccc1	0%	-9%	?	-4%	-4%	2%	-3%	8%
CC(=O)N1CCN=C1SCc1ccccc1Cl	-5%	-4%	-10%	0%	2%	-4%	-26%	/
Cc1ccc(CNC(=O)C2CC3Cn4c(nc5cc(C)c(C)cc54)C3N2C)o1 (stereo unspecified)	-6%	-1%	/	6%	0%	13%	0%	/
CC1SC(=Nc2ccccc2)N(S(=O)(=O)c2ccccc2)C1=O (stereo unspecified)	-2%	-3%	?	1%	-2%	4%	3%	9%
CCc1ccc(N/C(N)=N/c2nc(CSc3ncccn3)cc(=O)[nH]2)cc1	-3%	-6%	-2%	-2%	-1%	-6%	2%	9%
CN1CCN(S(=O)(=O)c2cccc(S(=O)(=O)c3ccc(Cl)c(Cl)c3)c2)CC1	15%	-6%	-3%	-1%	-5%	-11%	6%	7%
Cc1ccccc1C(=O)Nc1ccc(C(=O)OCc2cc(=O)n3c4c(sc3n2)CCCC4)cc1	-6%	-10%	/	/	-1%	-15%	7%	/
CCCOc1cccc(-c2nc3ccccc3c(=O)o2)c1	4%	?	-8%	-3%	-5%	-20%	-7%	-4%
CC(=O)Nc1ccc(S(=O)(=O)Nc2ccc(NC(=O)c3ccco3)cc2)cc1	3%	1%	4%	-1%	0%	0%	-10%	-15%
CC(=O)N/N=C/c1cc(C(C)(C)C)cc(/C=N/NC(C)=O)c1O	8%	-1%	52%[activator]	-10%	-2%	12%	-5%	-11%
CCN(CC)c1ncnc2c1ncn2Cc1c(Cl)cccc1Cl	-5%	-5%	-5%	3%	-1%	-6%	-7%	-11%
CC(=O)Nc1ccc(Nc2c([N+](=O)[O-])cc(S(C)(=O)=O)cc2[N+](=O)[O-])cc1	?	-20%	1%	-8%	-12%	-15%	3%	4%

A few values from above.
`CC(=O)Nc1ccc(Nc2c([N+](=O)[O-])cc(S(C)(=O)=O)cc2[N+](=O)[O-])cc1` in TexasRed fluor shows -12%
`CC(=O)N/N=C/c1cc(C(C)(C)C)cc(/C=N/NC(C)=O)c1O` in Tau fluor counter shows 12%

Next records.
SMILES	Tau FP inhib	Tau ThT inhib	ALDH1A1 block	GLA spleen mod	TexasRed fluor	Tau fluor counter	TRb-SRC2 inh	L3MBTL1 inh
COc1ccc(NC(=O)COC(=O)CCCc2c[nH]c3ccccc23)cc1	12%	?	8.9µM*	-3%	2%	?	-20%	/
O=C(CSc1ccc2nnc(-c3cccc(F)c3)n2n1)NCC1CCCO1 (stereo unspecified)	-5%	-12%	?	-1%	0%	-11%	-17%	2%
Cc1ccc(C(=O)COC(=O)CNS(=O)(=O)c2ccccc2)cc1[N+](=O)[O-]	-6%	5%	?	5%	-4%	1%	-9%	36%[activator]
Cc1sc2nc(CSc3cccc(C(F)(F)F)c3)[nH]c(=O)c2c1C	-7%	3%	-9%	3%	-1%	-7%	-3%	-11%
O=C1CC(c2cc(Br)ccc2F)c2cc3c(cc2N1)CCC3 (stereo unspecified)	-2%	0%	8%	8%	-1%	5%	2%	-5%
c1ccc(OCc2nnc3sc(C4COc5ccccc5O4)nn23)cc1 (stereo unspecified)	-1%	?	10µM*	-3%	-2%	-21%	-1%	/
O=C1c2cccnc2C(=O)N1c1cccc(-c2nc3ccccc3o2)c1	-2%	-2%	6%	6%	-4%	0%	-7%	6%
O=C(CC1C(=O)NC2CCCCC2N1C(=O)c1ccc([N+](=O)[O-])cc1)Nc1ccccc1 (stereo unspecified)	3%	2%	-1%	-1%	-2%	3%	2%	6%
COc1cc2c(C(=O)N3CCCc4ccccc43)cn(C)c(=O)c2cc1OC	-4%	1%	?	4%	1%	-5%	-23%	/
Cc1cc([N+](=O)[O-])nn1CCCC(=O)NCc1ccc(F)cc1	2%	0%	-2%	-2%	0%	0%	-2%	11%
CCCS(=O)(=O)N1CC(=O)N(c2ccc(Cl)cc2C)C(C)(C(=O)NC2CCCC2)C1 (stereo unspecified)	1%	9%	/	/	28µM*[quencher]	6%	-5%	/
CCCCN(C)C(=O)c1coc(=O)c2ccccc12	-7%	1%	-3%	-11%	0%	-4%	3%	1%
Cc1nc2nc(SCc3ccc(F)cc3Cl)nn2c(C)c1Cc1ccccc1	2%	-6%	/	/	1%	-3%	6%	/
CCN(CC)CCCNC(=O)CC1Oc2ccc(C)cc2NC1=O (stereo unspecified)	-2%	-9%	-7%	3%	-1%	-7%	0%	/
Cc1sc(N/N=C/c2ccco2)nc1-c1ccccc1	8%	?	-1%	-8%	3%	?	-1%	-4%
O=C(OCc1ccc([N+](=O)[O-])cc1)C1CCN(S(=O)(=O)c2ccccc2)CC1	10%	-6%	-9%	-3%	-4%	-25%	-4%	-6%
CCOc1ccc(CN2CCc3nc(N4CCN(c5ncccn5)CC4)ncc3C2)cc1OC	10%	-14%	/	/	-3%	17%	0%	/
COC(=O)C1=C(C)N(C)C(=S)NC1c1cc(OC)ccc1OC (stereo unspecified)	-5%	-1%	6%	-1%	-1%	-2%	-6%	/
CC1(C)Cc2cccc(Oc3ccc(S(=O)(=O)N4CCCCC4)cn3)c2O1	-9%	-8%	4%	4%	-1%	-12%	7%	3%
COc1ccc2c(c1)C1CC(C)(NC(=O)C1C(=O)c1ccccc1)O2 (stereo unspecified)	1%	?	-7%	-19%	-3%	-5%	-7%	-9%
Cc1onc(-c2c(F)cccc2Cl)c1C(=O)Nc1nccs1	-1%	-1%	-12%	0%	-2%	-9%	-1%	-4%
CCCCc1c(C)nc(Nc2ccc(OC)cc2)[nH]c1=O	3%	-8%	-9%	-6%	-2%	?	0%	-6%
Cc1cccc(C(=O)Nc2ccccc2OCc2cc(=O)n3ccccc3n2)c1	-15%	-6%	/	/	-3%	-12%	-6%	/
